# Assay outcomes: PubChem, National Center for Advancing Translational Sciences (NCATS)
# Glioma ERSR ind: ER stress response induction in glioma | 420,000 tested, 0.02% active | U87-MG GRP78 promoter luciferase reporter, 16 h | AID 602332 | Potency, µM, without a hit: at the highest dose activation, most hits filed as activators; note: potency is the fitted concentration of half-maximal effect; series mostly up to about 76 µM; % of control where 0% means no effect; nearly all actives have a fitted effect of over 35% in size
#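 ERSR induction read as luciferase luminescence (Bright-Glo, 10 min at room temperature) in stably transfected human U87-MG glioma cells exposed to compounds for 16 h, using GRP78 as sensor.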
# Anesthetic bind: candidate novel general anesthetic via apoferritin binding | P02791 | 350,000 tested, 0.074% active | Potency, µM (doses to about 77.5 µM), for the others: top-dose activity change, negative = displacement, most hits filed as inhibitors | apoferritin/1-aminoanthracene competitive binding, fluorescence; note: potency is the fitted concentration of half-maximal effect; % is set by controls: 0 for no effect and ±100 for the full control effect; nearly all actives have a fitted effect of over 20% in size
# Target sequence (P02791 2-175 limits assumed): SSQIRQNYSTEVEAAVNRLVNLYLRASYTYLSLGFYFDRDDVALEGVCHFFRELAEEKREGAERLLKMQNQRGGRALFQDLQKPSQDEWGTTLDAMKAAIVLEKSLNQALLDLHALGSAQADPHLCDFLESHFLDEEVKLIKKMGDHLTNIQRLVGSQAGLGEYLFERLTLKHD
#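 Horse-spleen apoferritin (10 uM) was mixed with 50% saturated 1-aminoanthracene in PBS, exposed to compounds for 10 min at room temperature, and read for fluorescence (ex 380 nm, em 535 nm). Competitive displacement was fitted with a four-parameter Hill equation.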
# APE1 inh: APE1 (human) endonuclease inhibition; recombinant APE1, TAMRA/BHQ-2 abasic DNA cleavage fluorescence; Potency, µM (titrated, usually from 65.8 µM), inactives show at the highest dose activity change, negative = inhibition, most hits filed as inhibitors; 350,000 tested, 0.35% active; AID 2517;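 note: potency is the fitted concentration of half-maximal effect; plate controls were vehicle for no effect and reference inhibitor for full effect; nearly all actives have a fitted effect of over 55% in size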
#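 Substrate: short duplex with […] THF abasic site, 5'-TAMRA and 3'-BHQ-2, 50 nM final. APE1 at 0.75 nM, preincubated 15 min RT with compound. Fluorescence increase from first to third read measured activity.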
# POLI inh: DNA polymerase iota (human) inhibition | Q9UNA4 | Pol iota fluorescent replication assay, 10 min | Potency, µM (titrated, usually from 115 µM), for the others: top-dose activity, negative = inhibition, most hits filed as inhibitors | 390,000 tested, 1% active | AID 588590; note: potency is the fitted concentration of half-maximal effect
#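 Pol iota at 10 nM preincubated 15 min with compounds at room temperature; reaction started with fluorescent substrate, 50 nM final. Fluorescence read kinetically at 0 and 10 min; buffer-only wells as negative control.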
# POLB inh: DNA polymerase beta (human) inhibition; Pol beta primer extension/strand displacement, fluorescence kinetic; Potency, µM (top dose mostly 114 µM), without a hit: top-dose activity change, negative = inhibition, usual class: inhibitors; 340,000 tested, 1.3% active; note: potency is the fitted concentration of half-maximal effect; % is set by controls: 0 for no effect and ±100 for the full control effect
#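 Curves were derived by four-parameter Hill fits of normalized qHTS data. The kinetic fluorescent primer-extension read was taken at 0 and 10 min after 50 nM substrate, following a 15 min room-temperature preincubation of 10 nM enzyme with compounds.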
# LDHA block: inhibitors of human lactate dehydrogenase A; P00338; purified LDHA, NADH/diaphorase-resazurin fluorescence; hits give low values; activity change, % (values are at about 110 or 230 µM); 480,000 tested, 0.15% active; in the data active = activity change below about -30%; inconclusive = mostly about -25% to -30%;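 note: plate controls were DMSO wells for no effect and wells without enzyme for full effect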
#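 LDH5 2 nM; NADH 0.06 mM, pyruvate 0.2 mM; 200 mM Tris pH 7.4, EDTA, Tween-20; 5 min RT. Detection: diaphorase 0.133 mg/mL + resazurin 37 µM, fluorescence ex540/em590 at 0 and 20 min; normalized to enzyme-free and DMSO wells.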
# Pol kappa inh: blocks human DNA polymerase kappa activity. AID 588579. 400,000 tested, 0.53% active. purified Pol kappa, fluorescent DNA synthesis assay, 10 min. Q9UBT6. Potency, µM (doses to about 107 µM), inactives show at the top dose activity, negative = inhibition, usual class: inhibitors; note: potency is the fitted concentration of half-maximal effect; % is set by controls: 0 for no effect and ±100 for the full control effect
#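 Enzyme at 10 nM met test compounds for 15 min at room temperature. Substrate addition (50 nM final) began the reaction, which was monitored by fluorescence at 0 and 10 min.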
# Pol eta inh: inhibitors of human DNA polymerase eta; Q9Y253; 390,000 tested, 1.2% active; Potency, µM (titrated, usually from 114 µM), without a hit: top-dose activity change, negative = inhibition, most hits filed as inhibitors; recombinant Pol eta, fluorescent DNA replication assay; AID 588591; note: potency is the fitted concentration of half-maximal effect; % is set by controls: 0 for no effect and ±100 for the full control effect
# Target sequence (Q9Y253 whole entry, looked up): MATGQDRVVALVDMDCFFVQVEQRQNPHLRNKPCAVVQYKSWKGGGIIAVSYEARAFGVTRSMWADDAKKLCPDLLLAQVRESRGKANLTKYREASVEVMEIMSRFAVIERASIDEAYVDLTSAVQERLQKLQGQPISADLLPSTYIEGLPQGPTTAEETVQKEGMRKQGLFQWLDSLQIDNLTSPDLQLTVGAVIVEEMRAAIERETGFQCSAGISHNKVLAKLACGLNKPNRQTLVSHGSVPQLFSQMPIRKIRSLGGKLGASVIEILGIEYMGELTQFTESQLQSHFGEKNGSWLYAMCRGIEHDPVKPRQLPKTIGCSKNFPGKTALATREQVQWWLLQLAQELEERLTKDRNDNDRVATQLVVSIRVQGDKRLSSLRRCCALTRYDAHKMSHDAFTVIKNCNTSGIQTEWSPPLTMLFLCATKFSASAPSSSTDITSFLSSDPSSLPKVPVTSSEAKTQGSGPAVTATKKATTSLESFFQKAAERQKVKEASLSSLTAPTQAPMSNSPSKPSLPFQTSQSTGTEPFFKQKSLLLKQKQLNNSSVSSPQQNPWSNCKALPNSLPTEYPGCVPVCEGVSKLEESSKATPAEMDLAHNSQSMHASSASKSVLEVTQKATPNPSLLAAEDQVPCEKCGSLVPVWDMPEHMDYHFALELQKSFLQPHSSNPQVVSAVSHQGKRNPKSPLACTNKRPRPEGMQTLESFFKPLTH
#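 Fluorescent replication assay: 50 nM final substrate added after a 15 min room-temperature compound preincubation with 10 nM enzyme. Signal taken at 0 min and again at 10 min.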
# BLM inh: inhibitors of human Bloom syndrome helicase BLM | P54132 | recombinant BLM DNA unwinding, fluorescence dequenching | Potency, µM (highest dose often 56.1 µM), for the others: top-dose activity change, negative = inhibition, most hits filed as inhibitors | 350,000 tested, 0.2% active;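 note: potency is the fitted concentration of half-maximal effect; plate controls were vehicle for no effect and no enzyme for full effect; nearly all actives have a fitted effect of over 35% in size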
# * hit, by the source's call; ? = inconclusive; . = no result given; & = joins results of further samples; [ ] = dose if it differs, or a comment. Unless noted, calls come from the whole dose curve; as a rule, active = well fitted curve in the direction sought with a large enough effect; inconclusive = small, poorly fitted or top-dose-only effect, or another doubt; inactive = no such curve, though single readings can be large; an effect the other way counts as inactive or inconclusive. This is a subset (hit frequency here may not be typical).
SMILES,Glioma ERSR ind,Anesthetic bind,APE1 inh,POLI inh,POLB inh,LDHA block,Pol kappa inh,Pol eta inh,BLM inh
Cc1nn(Cc2ccccc2Cl)c(Cl)c1C(=O)O,-4.4%,-12.2%,-1.6%,-22.6%,-0.5%,-2.1,-0.9%,-1.7%,-0.4%
COc1ccccc1-n1c(/C=C/c2ccc(O)cc2)nc2ccccc2c1=O,-5.6%,-19.9%,6.1%,23.7%,-2.6%,-5.1,-20.6%,-8.9%,-7.2%
Cc1ccc(N=CN(C)C=Nc2ccc(C)cc2C)c(C)c1,-3.5%,2.0%,?,.,.,.,-7.9%[60.1 µM],.,4.4%
COC(=O)c1cc(Oc2ccc(Cl)cc2Cl)ccc1[N+](=O)[O-],3.9%,-19.6%,?,.,.,.,0.1%[60.1 µM],.,-12.8%
CNCCc1ccc(OC)c(OC)c1,-2.8%,-6.2%,13.1%,3.4%,?,-2.5,-11.1%,-9.2%,-8.0%
O=[N+]([O-])c1ccc(OP(=O)(O)Oc2ccc([N+](=O)[O-])cc2)cc1,-5.6%,.,.,-8.3%,.,-11.4,-22.9%,-3.0%,.
COc1cc2c(cc1OC)-c1c(OC)c(OC)cc3c1[C@H](C2)[N+](C)(C)CC3,-1.6%,-4.4%,-1.9%,?,50.1µM*,-9.2,-35.2%,-1.1%,-9.5%
COc1ccc(NC(=O)c2cn(CCC#N)nc2-c2ccc([N+](=O)[O-])cc2)cc1,-2.0%,-4.0%,-2.4%,67.5%[activator],10.7%,-8.7,-5.7%,-16.7%,-4.5%
COCC(=O)Nc1nnc(SCC(=O)NCc2cccs2)s1,?,-4.3%,2.9%,20.3%,3.5%,1.0,-5.3%,-8.3%,-1.1%
Cc1cccc(NC(=O)[C@@H](NC(=O)N2C[C@H]3C[C@@H](C2)c2cccc(=O)n2C3)C(C)C)c1,-3.1%,-12.3%,24.6%,8.9%,-3.6%,-7.0,2.0%,-20.2%,2.0%
C=CCn1c(O)c(C(CC)=Nc2ccc(C(=O)O)cc2)c(=O)[nH]c1=O,-0.6%,-0.1%,0.8%,45.6%[activator],3.0%,-8.8,0.2%,-18.6%,2.6%
CSc1ncc(/C=C2/C(=O)NC(=O)N(c3ccc(C(C)C)cc3)C2=O)cn1,-2.1%,6.5%,18.0%,4.1%,-14.3%,-10.2,-1.1%,-6.3%,1.7%
CCCn1c(C)c(C(=O)c2cccc3ccccc23)c2ccccc21,3.5%&4.1%,.,29.7%&-1.8%,-2.8%,.,-7.0,-6.8%,-2.7%,-8.6%
Oc1cc2c(cc1O)[C@H]1c3ccccc3CN[C@@H]1CC2,-7.9%,-2.7%,7.6%,5.0%,?,5.3,-7.8%,.,-3.2%
CC1=NN(c2ccccc2)C(=O)/C1=C/c1c(O)[nH]c(=S)[nH]c1=O,-2.7%,-3.2%,-15.9%,10.5%,24.8%,-8.6,-19.7%,-20.7%,3.3%
C[N+](C)(C)Cc1ccccc1,-0.6%,-5.9%,18.9%&5.4%,-2.0%,-0.7%,-6.5,-1.5%,-4.1%,-1.5%
COc1ccccc1N1CCN(Cc2ccc(Br)cc2)CC1,-3.4%,-7.1%,11.7%,1.6%,0.4%,-5.4,-4.9%,-7.7%,-4.0%
O=c1[nH]c(O)c(/C=C2/C=CC(c3cc(Cl)ccc3Cl)=N2)c(=O)[nH]1,-2.4%,-6.7%,5.0%,32.2%[activator],17.0%,-5.9,-5.8%,17.8µM*,-3.0%
Cc1ccc(N)cc1C,-2.9%,.,3.0%,5.5%,.,-3.5,-18.6%,-16.5%,.
COC[C@]12CN(C=O)C3C4C(OC)C1[C@@]3(C1CC3(O)C(OC)C(O)C4(OC(C)=O)C1C3OC(=O)c1ccccc1)[C@@H](OC)CC2O (stereo partly drawn),-1.9%,-16.0%,8.8%,.,.,.,4.3%[60.1 µM],.,1.3%
CN1C(=O)NC(=O)C2(CCCC2)C1=O,-0.7%,.,.,22.9%,.,-6.0,-1.4%,-17.0%,.
CC(C1OC(C)(C)C(O)C1O)C1CC[C@@]2(C)C3=CCC4C(C)(C)C(=O)CC[C@]4(C)C3CC[C@@]12C (stereo partly drawn),7.7%,?,-4.5%,.,.,.,-8.1%[60.1 µM],.,-4.8%
O=C1CN(C(=O)CN2CCCCC2)C(c2ccccc2)c2cc(Br)ccc2N1 (stereo not drawn),-4.5%,-6.3%,2.2%,15.0%,2.6%,-15.8,-14.3%,-4.7%,1.7%
CN(C(=O)c1ccc(Cl)nc1)C1(c2ccccc2Cl)CCCCC1=O (stereo not drawn),-6.1%,-8.9%,-1.7%,55.9%[activator],10.0%,-5.7,-3.7%,1.8%,-1.4%
C(=N\NC1=NCCCCC1)/c1c[nH]c2ccccc12,-1.4%,-7.0%,2.9%,?,3.8%,-11.0,-8.1%,-8.2%,-1.4%
CC1CCC(C(C)C)C(OC(=O)Cn2c(COc3ccccc3)[n+](C)c3ccccc32)C1 (stereo not drawn),-16.6%,-14.4%,12.5%,27.8%,4.8%,-0.9,-18.8%,-4.9%,2.5%
O=C(c1cc(-c2ccccc2)on1)N1CCC2(CC1)OCCO2,.,-5.2%,-4.8%,.,-24.1%,.,.,.,0.6%
CCCCC/C=C\C/C=C\C/C=C\C/C=C\CCCC(=O)N[C@H](C)CO,-3.1%&-3.3%,?,?,.,.,.,?,.,?
CNS(=O)(=O)c1ccc(N=Cc2c(O)n(-c3cccc(C)c3)c(=O)[nH]c2=O)cc1,-3.3%,-12.6%,0.1%,-9.0%,4.2%,-5.4,-3.2%,-2.9%,-5.2%
Cc1noc(C(=O)Nc2sc3c(c2C#N)CCC3)c1Cl,-0.3%,-2.2%,-7.4%,?,-2.4%,-0.2,-13.5%,-5.4%,-4.4%
O=C1C(Cl)=CC(=Nc2ccc(O)cc2)C=C1Cl,2.0%&-6.4%,-2.8%,?,?,.,16.3,-30.0%,?,-5.1%
CCOC(=O)c1nc2ccccc2c(=O)n1-c1cccc(C)c1,-2.0%,-10.5%,-0.4%,19.5%,14.2%,-2.1,-2.4%,-6.6%,-1.1%
COc1ccc(C(CC(=O)N2CCC3(CC2)OCCO3)NS(=O)(=O)c2ccc(F)cc2)cc1 (stereo not drawn),-6.0%,-8.7%,0.5%,-6.1%,47.8%,-3.6,-3.2%,-4.1%,1.8%
COCCN(CCOC)S(=O)(=O)c1ccc(C(=O)Nc2sc3c(c2C(N)=O)CCCC3)cc1,.,28.1%,.,27.5%,-7.2%,1.9,1.7%,.,-2.2%
CCCCCc1nc2ccccc2c(=O)n1-c1ccccc1[N+](=O)[O-],-7.0%,-3.5%,1.2%,-2.6%,0.6%,-1.2,7.3%,-23.7%,-3.5%
c1coc(CNc2ncnc3nc[nH]c23)c1,-1.5%&-2.8%&-2.6%&1.8%&-3.2%,0.7%,23.9%,-16.2%&5.7%,38.4%,-7.2&-7.7,5.8%,-3.5%,2.5%
Cc1ncc(CN2CCCC(C(=O)c3cccc(Cl)c3)C2)s1 (stereo not drawn),-1.3%,-5.6%,6.2%,8.1%,-5.4%,-2.1,-7.2%,-17.7%,-5.2%
Cc1nn(-c2ccccc2)c2c1P(=O)(O)/C(=C1\N(C)c3ccccc3C1(C)C)C=N2,-3.8%,-9.5%,-1.2%,?,9.0%,-5.9,-4.3%,-9.7%,-7.4%
O=c1[nH]c(O)c(C=Nc2cccc(F)c2)c(=O)[nH]1,5.6%,6.0%,1.5%,6.6%,-13.8%,-8.4,-13.9%,-8.5%,-6.1%
CN(C)Cc1c[nH]c2ccccc12,-3.1%&-1.8%&-1.8%&-4.7%,5.7%[29.3 µM],16.2%,20.8%,.,-7.3,-2.8%,-7.8%,-1.1%

# Gathered by group, the compounds so far with a COOH group (two)
SMILES,Glioma ERSR ind,Anesthetic bind,APE1 inh,POLI inh,POLB inh,LDHA block,Pol kappa inh,Pol eta inh,BLM inh
Cc1nn(Cc2ccccc2Cl)c(Cl)c1C(=O)O,-4.4%,-12.2%,-1.6%,-22.6%,-0.5%,-2.1,-0.9%,-1.7%,-0.4%
C=CCn1c(O)c(C(CC)=Nc2ccc(C(=O)O)cc2)c(=O)[nH]c1=O,-0.6%,-0.1%,0.8%,45.6%[activator],3.0%,-8.8,0.2%,-18.6%,2.6%

# Next records follow.
SMILES,Glioma ERSR ind,Anesthetic bind,APE1 inh,POLI inh,POLB inh,LDHA block,Pol kappa inh,Pol eta inh,BLM inh
O=C(c1cccs1)N1C2CCC1CC(O)(c1cccnc1)C2 (stereo not drawn),-7.8%,-13.6%,-2.4%,0.5%,16.8%,-5.8,-8.3%,3.3%,1.5%
CCN(CC)CCNCC(=O)Nc1ccc(Cl)cc1C(=O)c1ccccc1,-7.3%,-12.0%,2.3%,5.3%,-26.1%,?,-4.0%,-1.8%,-4.0%
COc1cc(-n2c(=S)[nH]c3ccc(C)cc3c2=O)c(Cl)cc1Cl,-6.7%,-22.8%,18.4%,30.2%[activator],19.1%,-3.1,-4.9%,-10.2%,-11.8%
COCOC1CCC2C3CCC4=CC(=O)CCC4=C3C=CC12C (stereo not drawn),-0.9%,.,.,28.2µM*,.,31.6,?,?,.
Oc1ccccc1-c1ccccc1,-4.0%,.,5.9%,.,.,.,-3.3%[60.1 µM],.,4.4%
COc1cc(NC(=O)CCn2c(=O)oc3ccccc32)cc(OC)c1OC,-2.8%&-1.8%,0.3%&-13.0%,4.3%,23.9%&0.3%,48.4%&17.7%,-11.1&-5.4,-6.1%&13.5%,-11.3%&-11.4%,0.5%&-2.2%
COc1cccc(O)c1CN1CCCC(C(=O)c2sccc2C)C1 (stereo not drawn),-2.3%,-20.2%,5.5%,114.4%[activator],84.0%,-4.5,-4.8%,-13.1%,-5.4%
COc1ccc(OC)c(C(c2c(O)c3ccccc3oc2=O)c2c(C)n(C)n(-c3ccccc3)c2=O)c1 (stereo not drawn),-1.8%&-3.2%,-6.2%&-5.0%,-0.1%,11.4%&-23.1%,-1.4%&-5.0%,-2.4&1.2,-1.6%&-8.9%,-1.7%&-13.3%,-0.9%&-0.5%
